Mito fusion yeast: qHTS Assay for Small Molecule Inhibitors of Mitochondrial Division or Activators of Mitochondrial Fusion; 0.23% of 320,000 active; AID 485298, 2010; S. cerevisiae fusion-defective mutant growth rescue, CellTiterGlo 48 h; Potency, µM (titrated, usually from 46.1 µM), inactives show at the top dose growth rescue (activation), usual class: activators;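 further: potency means the concentration at half of the fitted maximal effect; % of control where 0% means no effect; nearly all actives have a fitted effect of over 45% in size; temperature-sensitive fusion mutants such as fzo1-1 at 37 °C on non-fermentable ethanol glycerol medium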
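Yeast fusion mutant, YPEG (non-fermentable carbon), compound, 48 h at 37C non-permissive; CellTiterGlo added, 10 min RT, luminescence read. Rescued growth = division inhibition.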
ELG1 DNA repair: qHTS screen for small molecules that inhibit ELG1-dependent DNA repair in human embryonic kidney (HEK293T) cells expressing luciferase-tagged ELG1. Potency, µM (highest dose often 46.1 µM), without a hit: top-dose activity change, negative = inhibition, hits mostly inhibitors. HEK293T ELG1-luciferase reporter, luminescence, 16 h; DNA damage induced by 5-fluorouridine. 2.3% of 330,000 active; further: potency means the concentration at half of the fitted maximal effect; on the % scale 0 is the no-effect control and ±100 the full control effect; nearly all actives have a fitted effect of over 55% in size
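HEK293T cells expressing luciferase-tagged ELG1 (2,000/well) received 5-Fluorouridine plus compound or DMSO for 16 hr at 37 °C. Luciferase was read by ONE-Glo luminescence after 30 min at room temperature.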
FLuc counter: qHTS profiling assay for firefly luciferase inhibitor/activator using purifed enzyme and Km concentrations of substrates (counterscreen for miR-21 project); Luciferin 4-monooxygenase (Photinus pyralis), P08659; purified FLuc, Km substrates, luminescence inhibition; Potency, µM (titrated, usually from 57.5 µM), inactives show at the highest dose activity change, negative = inhibition, usual class: inhibitors; 6.9% of 360,000 active; AID 588342, 2011;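 further: potency means the concentration at half of the fitted maximal effect; plate controls were vehicle for no effect and reference inhibitor for full effect; nearly all actives have a fitted effect of over 55% in size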
Target sequence (P08659 whole entry, looked up): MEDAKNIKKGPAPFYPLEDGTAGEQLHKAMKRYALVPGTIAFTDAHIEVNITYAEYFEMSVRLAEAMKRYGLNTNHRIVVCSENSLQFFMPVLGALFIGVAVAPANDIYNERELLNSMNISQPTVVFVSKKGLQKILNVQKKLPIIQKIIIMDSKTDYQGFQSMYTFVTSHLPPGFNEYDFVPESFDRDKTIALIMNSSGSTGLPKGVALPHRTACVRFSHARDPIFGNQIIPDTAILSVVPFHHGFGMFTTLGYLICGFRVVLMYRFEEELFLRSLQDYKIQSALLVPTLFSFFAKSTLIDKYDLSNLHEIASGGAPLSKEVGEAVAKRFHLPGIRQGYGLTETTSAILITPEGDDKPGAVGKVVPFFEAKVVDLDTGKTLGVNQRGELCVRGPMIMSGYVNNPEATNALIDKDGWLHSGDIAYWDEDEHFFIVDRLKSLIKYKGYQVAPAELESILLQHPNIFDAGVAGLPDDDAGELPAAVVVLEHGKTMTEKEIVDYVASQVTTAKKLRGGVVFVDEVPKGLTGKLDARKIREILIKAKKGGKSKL
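Biochemical qHTS of compounds, final roughly 60 µM downward over six points, against 10 nM purified firefly luciferase using Km concentrations of substrates (10 uM D-luciferin, 10 uM ATP) in Tris acetate pH 7.5 buffer; luminescence output.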
Menin-MLL TR inh: qHTS Assay for Inhibitors Targeting the Menin-MLL Interaction in MLL Related Leukemias: Competition With Texas Red Labeled MLL-derived Mutant Peptide. 0.23% of 270,000 active. O00255. Menin + Texas Red MLL mutant peptide, fluorescence polarization. AID 1768, 2009. Potency, µM (top dose mostly 61.6 µM), without a hit: at the top dose FP activity change, negative = inhibition, hits mostly inhibitors; active means well fitted inhibition curve with a large enough effect in the polarisation, with a control signal flat, not every such curve was filed as active; inconclusive means small, poorly fitted or top-dose-only effect, or effect the other way, or a change in a side signal; inactive means no such curve, though single readings can be large or run the other way; the % refers to the polarisation; further: potency means the concentration at half of the fitted maximal effect; % of control where 0% means no effect; many of its hits are not listed in these tables
RORgamma inh: qHTS for inhibitors of ROR gamma transcriptional activity. Nuclear receptor ROR-gamma (Mus musculus), P51450. Drosophila S2 Gal4-RORgamma UAS-luciferase reporter, 20 h. Potency, µM (doses to about 53.6 µM), for inactives: at the highest dose activity change, negative = inhibition, most hits filed as inhibitors. 5.4% of 310,000 active. AID 2551, 2010; further: potency means the concentration at half of the fitted maximal effect; on the % scale 0 is the no-effect control and ±100 the full control effect; nearly all actives have a fitted effect of over 60% in size
Target sequence (P51450 whole entry, looked up, the tested form may be a part): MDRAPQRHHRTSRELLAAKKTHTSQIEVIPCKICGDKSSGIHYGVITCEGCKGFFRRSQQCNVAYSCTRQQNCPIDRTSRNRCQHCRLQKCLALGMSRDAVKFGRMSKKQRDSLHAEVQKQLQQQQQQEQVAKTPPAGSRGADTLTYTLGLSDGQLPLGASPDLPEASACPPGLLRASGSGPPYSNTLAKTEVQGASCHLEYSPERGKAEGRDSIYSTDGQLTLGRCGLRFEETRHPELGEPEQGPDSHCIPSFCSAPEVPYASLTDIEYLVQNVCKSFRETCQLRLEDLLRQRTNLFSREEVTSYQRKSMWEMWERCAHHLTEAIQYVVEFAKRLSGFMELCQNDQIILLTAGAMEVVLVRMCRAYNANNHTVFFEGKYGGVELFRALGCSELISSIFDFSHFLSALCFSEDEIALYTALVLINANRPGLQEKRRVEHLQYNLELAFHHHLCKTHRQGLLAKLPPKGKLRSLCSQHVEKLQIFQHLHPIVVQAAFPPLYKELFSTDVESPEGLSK
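Read-out: Photinus luciferase luminescence; inhibitors lower reporter signal. Insect Schneider cells with Gal4-ROR gamma fusion under metallothionein promoter, UAS reporter; 700 uM final copper sulfate induction, 20 hr, ambient temperature.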
MBNL1-CUG inh: qHTS Assay for Inhibitors of MBNL1-poly(CUG) RNA binding | Muscleblind-like protein 1 (Homo sapiens), Q9NR56 | TR-FRET MBNL1-His/biotin-(CUG)12 binding, 665/545 ratio | Potency, µM (top dose mostly 57.5 µM), inactives show at the top dose activity change, negative = inhibition, most hits filed as inhibitors | 0.036% of 280,000 active | AID 2675, 2010; active means well fitted inhibition curve with a large enough effect in the signal ratio, with a control signal flat, not every such curve was filed as active; inconclusive means small, poorly fitted or top-dose-only effect, or effect the other way, or a change in a side signal; inactive means no such curve, though single readings can be large or run the other way; the % refers to the signal ratio; further: potency means the concentration at half of the fitted maximal effect; on the % scale 0 is the no-effect control and ±100 the full control effect
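MBNL1-His + Biotin-(CUG)12, cpd titration 92 nM–58 uM; Tb anti-His Ab 0.055 ng/ul, SA-XL665 5 nM (final); 60 min RT; ratiometric 665/545 nm, Ex 340 nm; normalized to buffer and full-complex controls.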
VP16 counter: VP16 counterscreen qHTS for inhibitors of ROR gamma transcriptional activity | Drosophila S2 Gal4-VP16 UAS-luciferase, luminescence, 20 h | Potency, µM (doses to about 53.6 µM), inactives show top-dose activity, negative = inhibition, actives largely listed as inhibitors | 3.5% of 310,000 active | AID 2546, 2010;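 further: Gal4-VP16 expression switched on by copper sulfate through the metallothionein promoter; potency means the concentration at half of the fitted maximal effect; on the % scale 0 is the no-effect control and ±100 the full control effect; nearly all actives have a fitted effect of over 50% in size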
KCNH2 3.1 block: qHTS for Inhibitors of KCHN2 3.1: Mutant qHTS; Potassium voltage-gated channel subfamily H member 2, brain isoform KCNH2 3.1 (human); U2OS KCNH2 3.1, thallium flux FluxOr; active compounds read low; activity change, % (tested at about 1.8 µM); 0.95% of 340,000 active;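 active means maximum activity change below -70%; inconclusive means maximum activity change from -70% to -50%; inactive means maximum activity change above -50%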;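 further: thallium influx rate constant from kinetic fluorescence after stimulation buffer; on the % scale 0 is the no-effect control and ±100 the full control effect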
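Steps: virus added to U2OS suspension (4 h, RT, dark); medium with 10% FBS added, cells plated, 37 C overnight; FluxOr/Red40 loading buffer 45 min RT; stimulation buffer, 2 min kinetic read; rate constant normalized.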
PKM2 activator: qHTS Assay for Activators of Human Muscle isoform 2 Pyruvate Kinase | Potency, µM (series often up to 57.5 µM), inactives show at the highest dose activation, usual class: activators | purified PKM2, Kinase-Glo ATP luminescence, activation; response scale: 0% is enzyme alone, no compound | 0.34% of 260,000 active | AID 1631, 2009; further: potency means the concentration at half of the fitted maximal effect; on the % scale 0 is the no-effect control and ±100 the full control effect; nearly all actives have a fitted effect of over 55% in size
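Kinase-Glo luminescence reports ATP generated from ADP (0.1 mM) and PEP (0.5 mM) by purified hPK-M2 after 1 h at room temperature, pH 7.2 imidazole buffer; intermediate enzyme activity allows detecting inhibitors and activators.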
Rab9 promoter act: qHTS Assay for Rab9 Promoter Activators; Huh7 Rab9 promoter-luciferase reporter, luminescence, 24 h; Potency, µM (series often up to 9.22 µM), inactives show at the top dose activation, negative = inhibition, actives largely listed as activators; 2.8% of 320,000 active; AID 485297, 2010; further: potency means the concentration at half of the fitted maximal effect; % of control where 0% means no effect; nearly all actives have a fitted effect of over 60% in size
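Rab9 promoter-driven luciferase in stably transfected Huh7 cells; 1500 cells/well rested 2 h, exposed to compound in DMSO for 24 h at 37 °C, 5% CO2. Luminescence read 10 min after adding luciferase reagent at ambient temperature.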
NPC1 prom act: qHTS Assay for NPC1 Promoter Activators. Huh7 NPC1 promoter luciferase reporter, 24 h. Potency, µM (doses to about 9.22 µM), for inactives: at the top dose activation, actives largely listed as activators. 2.4% of 320,000 active;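 further: potency means the concentration at half of the fitted maximal effect; % of control where 0% means no effect; nearly all actives have a fitted effect of over 60% in size; reporter is driven by a mutant NPC1 promoter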
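Luciferase expression driven by the NPC1 promoter was measured in stably transfected Huh7 cells after a 24 h compound incubation, using a luciferase reagent and a luminescence read.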
The depositor's hits bear a star; ? = inconclusive; . = not tested or not shown; & = joins results of further samples; [ ] = remark or other dose. Unless noted, the call rests on the fitted dose curve; in most records, active means well fitted curve in the direction sought with a large enough effect; inconclusive means small, poorly fitted or top-dose-only effect, or another doubt; inactive means no such curve, though single readings can be large; an effect the other way counts as inactive or inconclusive. Some of the compounds tested (hit frequency here may not be typical).

SMILES | Mito fusion yeast | ELG1 DNA repair | FLuc counter | Menin-MLL TR inh | RORgamma inh | MBNL1-CUG inh | VP16 counter | KCNH2 3.1 block | PKM2 activator | Rab9 promoter act | NPC1 prom act
Cc1[nH]c(=O)[nH]c(=O)c1S(=O)(=O)Nc1ccc(F)c(Cl)c1 | -1% | 11% | 1% | 0% | 14% | -7% | -2% | 15 | . | -3% | -5%
C=CS(=O)(=O)c1sc(Cl)c(N2CCOCC2)c1[N+](=O)[O-] | 1% | -11% | ? | -4% | 10µM* | ? | 7.1µM* | -2 | 0% | -23% | -22%
COc1ccc(NC(=O)N2CCCCCC2)cc1 | 0% | ? | ? | -6% | 18% | -1% | 12% | 2 | 8% | 14% | 16%
N/C(Cc1cccc2ccccc12)=N\OC(=O)COc1ccccc1 | 9% | 3% | -3% | 12% | 1% | -3% | 2% | 1 | -1% | -6% | -4%
COC(=O)c1ccc(NC(=O)CN2CCN(S(=O)(=O)c3cc(Cl)ccc3OC)CC2)cc1 | -1% | ? | 8% | 15% | -23% | -3% | -19% | 20 | -17% | 5% | -2%
Cc1ccnc(NC(=O)c2ccccc2NC(=O)C(C)(C)C)c1 | 4% | ? | 4% | 0% | -6% | 7% | -14% | 1 | 1% | -4% | -18%
COc1ccc(Cl)cc1NC(=O)CN(C)C(=O)c1cc2c(F)cccc2s1 | ? | ? | . | . | . | . | . | -19 | . | 0% | -3%
CN(CCOCCOc1ccc(Cl)cc1Br)Cc1ccccc1 | 5% | -7% | -15% | -17% | 4% | -2% | 12%[10 µM] | -32 | 3% | -6% | 0%
O=c1[nH]cnc2c1oc1ccccc12 | 1% | ? | ? | 0% | 11% | -7% | -2% | 11 | -3% | -6% | 1%
Cc1noc(C)c1C(c1ccccc1)S(=O)(=O)c1ccccc1 (centres undefined) | 4% | -12% | 1% | 3% | -5% | 7% | 0% | -18 | -2% | -5% | -3%
Cc1sc2nc(C3CC3)nc(N3CCN(S(=O)(=O)c4ccc(F)cc4)CC3)c2c1C | 1% | ? | 0% | -1% | 15% | 16% | 8% | -43 | 19% | -1% | 1%
Cc1ccc(NS(=O)(=O)c2ccc3c(c2)NC(=O)CCS3)cc1F | 2% | -14% | 1%&-1% | 20% | ? | -8% | 8% | -12 | . | 4% | -1%
Cn1c(=O)c2c(nc(N3CCOCC3)n2C)n(C)c1=O | 0% | 3% | -1% | -9% | -29% | -4% | -10% | 0 | -6% | 0% | -1%
CCCn1c(OC)nc2c1c(=O)n(C)c(=O)n2C | 0% | -1% | 0% | 5% | -38% | -2% | 14% | 2 | -1% | -7% | -3%
O=P(C1=C(N2CCOCC2)/C(=C\c2ccccc2)CC1)(N1CCOCC1)N1CCOCC1 | -1% | 3% | 5% | -9% | -14% | 11% | -3% | 3 | -1% | 4% | 0%
CCOC(=O)CC1C(=O)NCCN1S(=O)(=O)c1ccc(Br)cc1 (centres undefined) | 1% | -8% | -2% | 9% | 1% | -4% | 29% | -2 | 1% | 0% | -5%
CCOc1ccc(NC(=O)NNC(=O)c2cccnc2)cc1 | 2% | 2% | -1% | . | -11% | ? | 0% | -3 | 1% | 4% | -6%
CCOC(=O)c1sc(NC(=O)COC(=O)c2ccco2)nc1C | -2% | 0% | ? | ? | 8% | 4% | 8% | -6 | 0% | -9% | 1%
O=C(Cc1ccc([N+](=O)[O-])cc1)NC1CCCCCC1 | 2% | 4% | -5% | 17% | 12% | 11% | 0% | 20 | -1% | 15% | -1%
Cc1onc(-c2c(Cl)cccc2Cl)c1-c1nnc(-c2ccc(Cl)cc2)o1 | 1% | ? | 0% | . | -15% | -5% | ? | -29 | 16% | -1% | -6%
CSc1ncccc1C(=O)OCc1ccccc1F | 1% | ? | 15µM* | 4% | 22% | -3% | 18% | -6 | 7% | 28% | ?
Brc1ccc(OCc2nc(-c3ccccn3)n[nH]2)cc1 | -4% | -26% | ? | 2% | 14µM* | 9% | ? | -7 | 4% | 15% | 14%
Cc1cccc(NC(=O)Cn2cnc3c(oc4ccccc43)c2=O)c1C | -10% | -12% | 2% | 9% | 15% | -4% | -5% | -16 | -2% | -8% | -1%
Cc1[nH]nc(-c2ccc(O)cc2O)c1Oc1ccccc1 | 1% | ? | -17% | ? | ? | 13% | ? | 16 | -8% | -10% | -1%
NC(=O)C1CCN(Cc2ccc(OCc3ccccc3)cc2)CC1 | -4% | ? | 15µM* | -11% | -43% | -6% | -23% | 18 | -2% | ? | 2.5µM*
CCc1nccn1S(=O)(=O)c1cc(Br)ccc1OC | 0% | 14% | 1% | . | 1% | -6% | -8% | 7 | -6% | 0% | 0%
O=C(Cn1nc(Cc2cccnc2)c2ccccc2c1=O)Nc1ccccc1F | 4% | 1% | 2% | . | 38% | -10% | 3% | -8 | 1% | 1% | -2%
COc1ccc(-n2nc(C(=O)Nc3nc4ccc(OC)cc4s3)c3ccccc3c2=O)cc1 | 0% | ? | 15% | 0% | -26% | 5% | -5% | -7 | -13% | -9% | -6%
COc1ccc(-c2cc(=O)oc3cc(OCC(=O)Nc4ccc(CCO)cc4)ccc23)cc1 | 0% | 5% | 4% | 3% | 8% | -26% | -4% | -3 | . | -21% | -14%
O=C(NC1(C(F)(F)F)C(=O)Nc2c1c(=O)[nH]c(=O)n2Cc1ccccc1)c1ccc(Cl)cc1Cl (centres undefined) | -4% | -20% | -9% | 19% | 0% | -7% | 0% | -9 | 0% | -3% | 3%
N#CC1=C(N)C(C#N)(C#N)C2(C(=O)Nc3ccccc32)C2CCCC=C12 (centres undefined) | -4% | 2% | 0% | 3% | 0% | ? | -5% | 4 | -2% | 8% | 4%
CCOC(=O)c1sc(/N=C/N(C)C)nc1C | 1% | 6% | 0% | 0% | 19% | 24% | 9% | -20 | 1% | 5% | 3%
CC[C@@]12C(=O)N(c3cccc(F)c3)C(=O)N1[C@H](c1ccc(Br)cc1)[C@@H]1C(=O)N(C(C)(C)C)C(=O)[C@@H]12 | 1% | -2% | -2% | . | . | . | . | -18 | . | -2% | 0%
CC1=C(C(=O)O)N2C(=O)C(NC(=O)c3c(F)cccc3F)C2SC1 (centres undefined) | -7% | 20% | 3% | . | . | . | . | 0 | . | -4% | -4%
Cc1cc(NC(=O)CSc2nnc3c4c(C)c(C)sc4ncn23)no1 | -2% | -1% | 0% | 3% | 1% | -2% | -6% | 10 | ? | -3% | -1%
O=C(NC(=S)N1CCN(c2ccc(F)cc2)CC1)c1cccs1 | 23% | -10% | 2% | 34%[activator] | 45µM* | 8% | 0.56µM* | 4 | 2% | -13% | -3%
Cc1cc(C)n(CCCNC(=O)CCNS(=O)(=O)c2ccccc2C(F)(F)F)n1 | -1% | 9% | 6% | . | -5% | -9% | -6% | 6 | -1% | -3% | 2%
COc1ccc(NC(=S)Nc2cnc3ccccc3c2)c(OC)c1 | -6% | ? | 6µM* | 27% | 11µM* | 9% | -8% | -1 | -15% | -4% | 1%
N#CCCCSc1nnc(Cc2ccc3c(c2)OCO3)o1 | 4% | ? | -2% | -3% | -9% | -4% | 0% | 5 | 0% | -6% | -1%
N#Cc1cccc(C#N)c1Oc1ccc(S(=O)(=O)Nc2ccccc2)cc1 | -5% | -29% | -2% | . | -6% | -12% | -5% | -13 | -9% | -8% | 4%

Source: PubChem BioAssay
